Screening results as filed in PubChem BioAssay.
SENP8 block-1: SENP8 protease inhibitors, primary screen, biochemical, luminescence | Sentrin-specific protease 8 (Homo sapiens), Q96LD8 | purified SENP8, Z-RLRGG-aminoluciferin cleavage | inhibition, % at 10 µM | hit rate 1.2% among 330,000 | AID 2540, 2010; in the data active means inhibition above about 50%
HKDC1 inhibitor: HKDC1 hexokinase inhibitors, primary screen, biochemical, fluorescence, uHTS; recombinant HKDC1, G6PDH/diaphorase resazurin coupled fluorescence; hit rate 0.16% among 340,000; AID 493160, 2011; inhibition, % at 20 µM;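 active means inhibition above about 35% when tested at 20 µM, limit read from the data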;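 further: plate controls were DMSO wells with enzyme for no effect and DMSO wells lacking enzyme for full effect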
Target sequence (Q2TB90 whole entry, looked up): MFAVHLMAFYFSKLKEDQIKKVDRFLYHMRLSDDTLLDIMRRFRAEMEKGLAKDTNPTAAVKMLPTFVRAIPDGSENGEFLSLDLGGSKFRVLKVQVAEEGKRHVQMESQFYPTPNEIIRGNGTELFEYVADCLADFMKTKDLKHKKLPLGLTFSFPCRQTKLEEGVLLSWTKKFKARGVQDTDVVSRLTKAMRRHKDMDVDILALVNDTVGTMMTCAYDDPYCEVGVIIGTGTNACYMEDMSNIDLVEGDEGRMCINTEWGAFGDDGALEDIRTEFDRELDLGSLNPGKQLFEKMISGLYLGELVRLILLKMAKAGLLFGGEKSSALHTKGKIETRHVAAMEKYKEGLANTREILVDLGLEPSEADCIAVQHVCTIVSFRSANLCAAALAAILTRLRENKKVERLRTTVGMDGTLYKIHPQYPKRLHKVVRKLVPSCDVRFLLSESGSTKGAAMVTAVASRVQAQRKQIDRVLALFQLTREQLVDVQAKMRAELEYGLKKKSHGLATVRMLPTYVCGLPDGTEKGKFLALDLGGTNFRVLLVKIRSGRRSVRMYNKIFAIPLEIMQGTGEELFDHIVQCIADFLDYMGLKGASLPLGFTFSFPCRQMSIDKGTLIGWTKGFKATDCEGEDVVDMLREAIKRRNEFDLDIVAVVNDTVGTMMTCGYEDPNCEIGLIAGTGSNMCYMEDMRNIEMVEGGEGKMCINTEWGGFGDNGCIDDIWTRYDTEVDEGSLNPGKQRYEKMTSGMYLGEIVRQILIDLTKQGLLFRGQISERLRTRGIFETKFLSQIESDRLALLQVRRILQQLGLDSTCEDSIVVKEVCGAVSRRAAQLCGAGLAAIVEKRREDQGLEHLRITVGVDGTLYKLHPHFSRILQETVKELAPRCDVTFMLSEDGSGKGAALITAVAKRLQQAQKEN
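Test system: recombinant HKDC1 (HK5) hexokinase enzyme, produced in-house; Amount: enzyme 5 µg/mL final; Buffer or medium: Tris pH 8.0 buffer with MgCl2, Tween-20, BSA, BME; Reagent: glucose and ATP substrates; Doses: 20 µM test compound, 1% DMSO; Incubation: 90 min reaction incubation at room temperature, dark; Detection: resorufin fluorescence at 613 nm.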
PfGluPho inh: PfG6PD enzyme inhibitors, primary screen, biochemical, fluorescence intensity, uHTS. glucose-6-phosphate dehydrogenase-6-phosphogluconolactonase (Plasmodium falciparum 3D7). PfGluPho enzyme, NADPH resazurin-diaphorase fluorescence. inhibition, % at 20 µM. hit rate 0.78% among 350,000;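 active means inhibition reaching at least a set limit at 20 µM in the primary screen, cut at about 59% in these data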;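 further: 0% = DMSO wells with substrate and 100% = DMSO wells lacking glucose-6-phosphate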
Apaf1 inhib: inhibitors of human Apaf-1 apoptosome, primary screen, biochemical, DEVD-Rh110 fluorescence, uHTS | hit rate 0.71% among 330,000 | reconstituted apoptosome caspase-3 activity | inhibition, % at 20 µM | Apoptotic protease-activating factor 1 (Homo sapiens), O14727; active means inhibition of at least 40% at 20 µM;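 further: plate controls were DMSO wells for no effect and DEVD-CHO caspase inhibitor wells for full effect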
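System – cell-free apoptosome with Apaf-1, procaspase-3 and caspase-9 · Buffer or medium – pH 7.5 Hepes buffer with CHAPS, BSA, DTT · Also added – cytochrome c with DEVD-Rh110 · Times – 30 min compound preincubation, 50 min activation, room temperature · Technique – Rh110 fluorescence intensity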
SENP8 block-2: human SENP8 protease inhibitors, primary screen, biochemical, fluorescence, Nedd8 protein substrate, uHTS; Sentrin-specific protease 8 (Homo sapiens), Q96LD8; recombinant SENP8; inhibition, % at 20 µM; hit rate 0.64% among 360,000; AID 602440, 2012; in the data active means inhibition mostly above about 40%, no sharp cut-off; inactive means mostly below about 27%
SENP7 block: SENP7 protease inhibitors, primary screen, biochemical, luminescence, uHTS; Sentrin-specific protease 7 (Homo sapiens), Q9BQF6; recombinant SENP7, Z-RLRGG-aminoluciferin luminescence, 40 min; inhibition, % at 5 µM; hit rate 1.5% among 330,000; AID 434973, 2010;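 active means inhibition above about 50% at the single test dose, limit read from the data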;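 further: plate controls were DMSO with enzyme for no effect and no enzyme buffer wells for full effect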
SENP6 inh: SENP6 protease inhibitors, primary screen, biochemical, luminescence, uHTS | Recombinant SENP6 catalytic domain, aminoluciferin luminescence | hit rate 1.8% among 330,000 | inhibition, % at 10 µM;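 active means inhibition above about 50% at the single tested dose, limit read from the data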;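 further: plate controls were DMSO wells with enzyme for no effect and DMSO wells lacking enzyme for full effect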
SENP1 inh: human SENP1 catalytic domain inhibitors, primary screen, biochemical, FRET, uHTS; recombinant SENP1 catalytic domain, CyPet-SUMO1-YPet FRET cleavage; inhibition, % at 10 µM; hit rate 0.21% among 360,000; AID 624204, 2012;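 active means inhibition at least 30% at 10 µM, raw YFP signal under a set limit, fluorescence ratio 0.5 to 1.5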;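 further: 0% = enzyme with DMSO and 100% = no enzyme wells; some results filed as inactive read as strong as hits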
Target sequence (Q9P0U3 419-644 limits assumed): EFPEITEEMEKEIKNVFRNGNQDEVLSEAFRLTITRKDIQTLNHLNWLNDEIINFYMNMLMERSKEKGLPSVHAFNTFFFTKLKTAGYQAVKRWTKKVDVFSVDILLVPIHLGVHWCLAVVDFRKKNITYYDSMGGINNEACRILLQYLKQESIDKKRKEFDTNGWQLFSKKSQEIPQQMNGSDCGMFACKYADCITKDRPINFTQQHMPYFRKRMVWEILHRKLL
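Material: hSENP1 catalytic domain, recombinant; medium: Tris pH 8 with BME, BSA, NP40 and catalase; compound: single concentration of 10 µM compound, 0.5% DMSO final; technique: FRET read of cyan and yellow fluorescence; timing: 50 min enzyme reaction, room temperature, light-protected; reagent: SFCypet-SUMO1-SFYpet substrate at 25 nM; control set: no-enzyme low, enzyme-DMSO high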
NLRP3 yeast inh: NALP3 inflammasome inhibitors in reconstituted yeast, primary screen, luminescence, uHTS. Yeast reconstituted NLRP3/ASC/caspase-1, beta-gal luminescence, 24 h. hit rate 0.39% among 330,000. inhibition, % at 10 µM;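 active means inhibition of 50% or more; inactive means inhibition below 50%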;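 further: plate controls were induced DMSO wells for no effect and uninduced yeast grown without galactose for full effect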
* hit, by the source's call; i = inactive; / = no result given.

SMILES	SENP8 block-1	HKDC1 inhibitor	PfGluPho inh	Apaf1 inhib	SENP8 block-2	SENP7 block	SENP6 inh	SENP1 inh	NLRP3 yeast inh
CCC(=O)NCc1ccc(-c2nc3ncccc3o2)cc1	3	-1	-4	4	-60	1	10	-1	11
Cc1cccc(Cn2c(Sc3nc(C)cs3)nc3c2c(=O)[nH]c(=O)n3C)c1	2	-8	9	7	18	3	11	-1	12
Cc1cc(-c2nnc(SCC(=O)Nc3ccc(S(N)(=O)=O)cc3)n2N)n[nH]1	-2	-5	-2	-26	11	-10	11	2	-8
CC(=O)N1c2ccccc2NC2=C(C(=O)CCC2)C1c1ccco1 (stereo not given)	-5	2	-2	6	-13	6	0	-2	-2
Cc1cccc2cc(COC(=O)c3ccccn3)c(=O)[nH]c12	-1	-2	-3	1	-89	1	-6	0	8
O=C(Nc1nc(-c2cc(Cl)sc2Cl)cs1)c1cccs1	-17	-1	5	12	-23	-7	-4	0	38
Nc1ccccc1C(=O)NNc1c2ccccc2nc2ccccc12	-4	5	16	1	-11	0	-14	-66	21
COc1ccc(-c2ccc(SCC(=O)NCC3CCCO3)nn2)cc1OC (stereo not given)	-10	-6	2	-9	-13	-3	2	1	-8
COc1ccc(/C=c2\s/c(=C(/C#N)C(=O)NCc3ccco3)n(-c3ccccc3)c2=O)cc1	-1	-14	5	-12	-62	-6	-8	-25	0
C[C@@H](C(=O)Nc1ccc(OC(F)F)c(Cl)c1)N1C(=O)C2CC=CCC2C1=O (stereo not given in full)	0	1	9	11	-8	7	4	1	13

Laid out differently: 3 of the compounds above
Every second line gives: SENP8 block-1, HKDC1 inhibitor, PfGluPho inh, Apaf1 inhib, SENP8 block-2, SENP7 block, SENP6 inh, SENP1 inh, NLRP3 yeast inh
COc1ccc(-c2ccc(SCC(=O)NCC3CCCO3)nn2)cc1OC (stereo not given)
    -10, -6, 2, -9, -13, -3, 2, 1, -8
Cc1cc(-c2nnc(SCC(=O)Nc3ccc(S(N)(=O)=O)cc3)n2N)n[nH]1
    -2, -5, -2, -26, 11, -10, 11, 2, -8
Cc1cccc2cc(COC(=O)c3ccccn3)c(=O)[nH]c12
    -1, -2, -3, 1, -89, 1, -6, 0, 8

(cont.)
SMILES	SENP8 block-1	HKDC1 inhibitor	PfGluPho inh	Apaf1 inhib	SENP8 block-2	SENP7 block	SENP6 inh	SENP1 inh	NLRP3 yeast inh
COC(=O)C1=C(C)NC(C)=C(C(=O)OC)C1C(=O)OCc1nc2cc(C(=O)OC)ccc2c(=O)[nH]1	3	0	6	3	-469	-6	5	-8	10
O=P(O)(O)c1ccccc1OCCCCCOc1ccccc1P(=O)(O)O	-3	-11	-17	8	10	0	9	4	0
CCCC(=O)Nc1nn(CC)c2nc3ccc(C)cc3cc12	2	-1	7	5	-242	4	31	-25	32
CC(=O)N(Cc1ccccc1)C(CC(=O)NCc1ccccc1)C(=O)O (stereo not given)	/	-4	-2	/	6	/	/	1	/
COc1ccc(Br)cc1/C=N/NC(=O)CNC(=O)c1cccnc1	-5	-12	-8	-9	-38	-7	3	-36	-8
CCOC(=O)N1CCN(C(=O)CN(C)S(=O)(=O)c2ccc(F)cc2)CC1	5	-5	2	-5	6	3	8	2	19
COc1ccc2cc(C(=O)N/N=C/c3sc4ccccc4c3O)ccc2c1	3	-22	-4	8	-135	4	14	-29	23
O=C(NCCc1ccccc1)c1ccc(NC(=O)C2CC2)cc1	/	-8	7	/	14	/	/	3	/
FC(F)(F)c1nnc2sc(-c3ccncc3)nn12	3	-1	8	-11	7	4	-9	1	5
CC(C)(CNC(=O)c1cccc(S(=O)(=O)Nc2ccc(SC(F)F)cc2)c1)N1CCOCC1	/	-1	6	/	0	/	/	1	/
C/C(=N\OCC(=O)OCC(=O)NC(=O)c1ccc(OC(F)F)cc1)c1ccc2c(c1)OCO2	-2	-8	8	3	11	3	-1	-1	18
C=CCC(C(=O)c1ccccc1)[N+](C)(C)CC=C (stereo not given)	-6	-11	-5	-2	4	-8	-8	3	15
Cc1nc2c(Br)cc(Br)cc2cc1O	-8	6	32	8	23	-10	-17	-2	5
O=C(O)CCCC(=O)N1CCN(C(c2ccccc2)c2ccccc2)CC1	-7	-16	5	-1	4	-4	-5	1	23
O=C(CCl)Nc1ccc(N2CCCCCC2)cc1	-6	8	26	11	-4	1	-8	2	60*
Cc1ccc(NC(=O)N2CCN(C/C=C/c3ccccc3)CC2)cc1	3	-5	14	-9	15	14	-5	-1	27
CC1CCN(C(=O)Cn2nnc(-c3ccc(C(C)C)cc3)n2)CC1	5	-5	10	20	19	2	12	0	32
O=C(Cn1c(=O)n(Cc2ccco2)c(=O)c2c3c(sc21)CCCCC3)Nc1ccccc1	-2	18	23	26	14	0	-13	-3	2
O=C(O)c1ccnc(SCC(=O)c2ccccc2)c1	10	-5	-13	2	0	26	61*	0	-3
O=C(COc1cccnc1[N+](=O)[O-])Nc1ccc(F)cc1	6	-8	3	-5	22	4	7	-1	14

Only NLRP3 yeast inh, HKDC1 inhibitor and PfGluPho inh, for two of the compounds above:
canonical_smiles	NLRP3 yeast inh	HKDC1 inhibitor	PfGluPho inh
COc1ccc(-c2ccc(SCC(=O)NCC3CCCO3)nn2)cc1OC (stereo not given)	-8	-6	2
C/C(=N\OCC(=O)OCC(=O)NC(=O)c1ccc(OC(F)F)cc1)c1ccc2c(c1)OCO2	18	-8	8

(next part)
SMILES	SENP8 block-1	HKDC1 inhibitor	PfGluPho inh	Apaf1 inhib	SENP8 block-2	SENP7 block	SENP6 inh	SENP1 inh	NLRP3 yeast inh
O=S(=O)(c1cc(Cl)ccc1Cl)N1CCN(Cc2ccc3c(c2)OCO3)CC1	-8	1	-3	14	-3	0	-9	0	10
O=S(=O)(Cc1ccccc1Cl)NCc1ccccc1	8	-8	-1	-5	16	0	7	3	29
O=C(O)c1cccc(NC(=S)N/N=C/c2ccccn2)c1	62*	-33	68*	-7	-7	77*	48	3	20
Cc1cc(C(=O)NNc2c(Cl)cccc2Cl)n(C(C)(C)C)n1	-12	-4	-19	-14	20	-1	-20	2	4
COc1ccc(/C=N/NC(=O)c2ccc3nc[nH]c3c2)c(OC)c1	5	-2	8	-13	-124	8	-16	1	-7
CC(=O)Nc1ccc(S(=O)(=O)Nc2nccs2)cc1	-6	-4	-8	-2	2	5	8	3	13
Cn1c(=O)c2c(nc(NCc3ccco3)n2CCc2ccccc2)n(C)c1=O	3	-10	-5	-3	9	5	7	-3	7
O=C(NCc1cccs1)C(=O)c1c[nH]c2ccccc12	-13	-15	6	2	13	12	-5	-2	32
O=C(/C=C/c1ccc(Cl)c([N+](=O)[O-])c1)Nc1ccc(N2CCCC2)c(Cl)c1	0	5	12	7	34	-2	-3	-1	5
Fc1cccc(CN2CCN(C(=S)NCCc3ccccc3)CC2)c1	0	-9	-4	5	1	-1	12	4	12
O=S(=O)(Nc1ccc(S(=O)(=O)Nc2ncccn2)cc1)c1ccccc1	-10	-1	5	i	14	-3	7	0	1
COc1ccccc1CCC(=O)OCC(=O)NCc1ccc(OC)c(OC)c1	4	10	-14	-5	1	3	7	2	9
Cc1nc(N)[nH]c(=O)c1Oc1cccc(C(F)(F)F)c1	-5	1	-6	-9	6	11	-7	0	8
N#CC1(Nc2ccccc2)C(=O)Nc2ccccc21 (stereo not given)	-4	2	-6	0	13	6	-2	0	18
COc1cccc(OCC(=O)O/N=C(\N)c2ccc(OC)c(OC)c2)c1	2	-1	11	0	17	11	5	1	27
NC(=O)CSc1nc2ccccc2c(=O)n1-c1ccccc1	-5	-5	-5	1	6	-5	3	0	6
C=CCNC(=S)NNC(=O)C(CCCC)CC(C)(C)O (stereo not given)	-4	4	5	3	6	-8	-6	5	3
Cc1c(CCOC(=O)c2ccccc2)sc[n+]1Cc1ccccc1	-7	-2	17	0	18	-7	0	2	2
NC(N)=N/N=C/c1ccccc1	9	11	-14	-8	11	2	-3	2	-4
O=C(c1ccccc1Oc1nnnn1-c1ccccc1)N1CCOCC1	5	-4	-27	-5	10	6	-1	0	2
COCCN(C(=O)Cc1cccs1)C(C(=O)NCc1ccc(OC)cc1)c1ccc(C(C)C)cc1 (stereo not given)	1	12	15	12	4	-11	7	-2	8
O=C(NNC(=O)C1CCN(Cc2ccc(Cl)c(Cl)c2)CC1)c1cccs1	-1	-8	-10	-7	10	-2	-3	3	10
O=C(NNC(=O)C12CC3CC(CC(C3)C1)C2)c1cccc(O)c1	4	-4	-5	-7	11	1	-21	0	11
CCCc1cc(=O)n2[nH]c(C)c(-c3ccccc3)c2n1	-2	-6	4	8	i	2	-8	-1	3
Cc1ccc(C(O)C(=O)c2ccco2)cc1 (stereo not given)	-8	3	-18	2	11	75*	3	-2	-19
CN(C)S(=O)(=O)c1ccc2nnn(OCC(=O)NC3CCS(=O)(=O)C3)c2c1 (stereo not given)	-2	-1	15	-8	3	11	-2	0	8
COC(=O)c1ccc(NC(=O)c2ccc3c(c2)NC(=O)C2CCCN32)cc1 (stereo not given)	-2	/	/	-1	/	12	-1	/	6
CC(=O)Nc1ccc(/C=C/c2nc3ccccc3o2)cc1	11	0	13	8	-274	9	29	-15	36
CC1CCN(C(=O)c2cc3c(ccc4ccccc43)o2)CC1	89*	9	6	12	8	90*	93*	-1	3
CCNC(=O)CC1C(=O)N(c2ccc(F)cc2)C(=S)N1CCc1ccncc1 (stereo not given)	1	3	-1	-5	2	4	3	0	-16
CC(=O)Nc1c(C(=O)c2ccccc2)oc2ccccc12	-10	5	-3	1	-140	-13	-21	1	21
O=C(NC1=NCCS1)c1cc(-c2cccc(Br)c2)nc2ccccc12	-12	3	6	6	10	-5	5	1	13
CSC1=NCCN1C(=O)Cc1cccs1	1	-2	-17	-5	-15	0	-3	-3	12
CN(C)CCCNS(=O)(=O)c1cc(Cl)c(Cl)cc1Cl	3	-5	-4	-6	-3	-2	-18	1	20
COc1ccc(-n2nc3c(c2NC(=O)C2CC2)CS(=O)(=O)C3)cc1	-12	-1	4	-1	10	-8	2	0	14
CC(C)N1CCN(Cc2ccc(-c3ccccc3)cc2)CC1CCO (stereo not given)	5	-4	6	0	24	3	12	-1	11
C=C[C@]1(C)C[C@H]1[C@H](NP(=O)(c1ccccc1)c1ccccc1)c1ccccc1	4	-1	-3	23	-9	-10	-13	-3	19
c1ccc(-c2noc(-c3cccnc3)n2)cc1	58*	-9	-3	-16	12	7	76*	0	5
O=C(O)c1cc(-c2ccc3c(c2)OCCO3)n[nH]1	-2	-9	7	4	-1	0	12	2	-8
CCOC(=O)c1sc2ncn(C(CC)C(=O)OCC)c(=O)c2c1C (stereo not given)	-2	1	4	3	14	1	17	2	23
COC(=O)CCC(=O)N1CCOCCOCCOCC1	-10	5	-21	-15	4	-6	2	0	1
